CHRM5 agonist – agonists of human muscarinic M5 receptor (CHRM5); P08912; CHO-K1 hM5 cells, Fluo-8 calcium fluorescence; 0% DMSO wells, 100% maximal acetylcholine response; activation, % at 3 µM; 360,000 tested, 0.19% active; AID 624037;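 active means activation above the run's mean over test compounds plus 3 SD, cut at about 23% in these data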;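 further: signal is peak over basal fluorescence ratio across the kinetic read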
CRFBP-R2 agonist – CRF-BP/CRF-R2 complex agonism. HEK293 CRF-R2/CRF-BP, calcium dye fluorescence (FLIPR); percent of saturating CRF peptide response. activation, % at 13.2 µM. 350,000 tested, 0.46% active. AID 588473;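 active means activation of at least 50%, plus an integration ratio under a set limit after plate pattern correction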;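 further: plate controls were neutral control wells without compound for no effect and CRF at EC100 for full effect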
CRFBP-R2 block – antagonists of CRF-binding protein/CRF-R2 receptor complex | HEK293 CRF-R2/CRF-BP, CRF-induced calcium fluorescence | inhibition, % at 11.8 µM | 350,000 tested, 0.59% active | AID 588475;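 active means inhibition of the ligand-induced calcium signal above about 50% at the single tested concentration, limit read from the data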
CHRM5 antagonist – CHRM5 antagonism in calcium assay; CHO-hM5 cells, Fluo-8 calcium fluorescence, ACh EC80; P08912; inhibition, % at 3 µM; 360,000 tested, 0.59% active; AID 624040;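 active means inhibition above a per-plate cutoff, the mean of that plate's test compounds plus 3 SD, cut at about 27% in these data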;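 further: 0% = acetylcholine EC80 with DMSO and 100% = DMSO without agonist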
IDE inh – cellular human IDE inhibition | P14735 | HEK cells, FAbetaB cleavage, fluorescence polarization | inhibition, % at 5.59 µM | 320,000 tested, 0.41% active | AID 434962;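 active means percent inhibition above the average of all tested compounds plus 3 SD, set per screening campaign, cut at about 16% in these data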;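 further: IDE supplied by intact live HEK cells; FP after avidin binding of uncleaved biotin substrate so inhibition keeps polarization high; 0% = DMSO wells and 100% = 60 µM reference IDE inhibitor Ii1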
CHRM4 agonist – agonists of human muscarinic M4 receptor (CHRM4); CHO-K1 hM4/Gqi5, Fluo-8 calcium fluorescence; vehicle 0%, full acetylcholine response 100%; P08173; activation, % at 3 µM; 360,000 tested, 0.14% active;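 active means activation above the run mean over all test wells plus 3 SD, cut at about 32% in these data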;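 further: peak over basal fluorescence ratio per well then scaled between controls; 0% = DMSO wells and 100% = acetylcholine at EC100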
Target sequence (P08173 whole entry, looked up): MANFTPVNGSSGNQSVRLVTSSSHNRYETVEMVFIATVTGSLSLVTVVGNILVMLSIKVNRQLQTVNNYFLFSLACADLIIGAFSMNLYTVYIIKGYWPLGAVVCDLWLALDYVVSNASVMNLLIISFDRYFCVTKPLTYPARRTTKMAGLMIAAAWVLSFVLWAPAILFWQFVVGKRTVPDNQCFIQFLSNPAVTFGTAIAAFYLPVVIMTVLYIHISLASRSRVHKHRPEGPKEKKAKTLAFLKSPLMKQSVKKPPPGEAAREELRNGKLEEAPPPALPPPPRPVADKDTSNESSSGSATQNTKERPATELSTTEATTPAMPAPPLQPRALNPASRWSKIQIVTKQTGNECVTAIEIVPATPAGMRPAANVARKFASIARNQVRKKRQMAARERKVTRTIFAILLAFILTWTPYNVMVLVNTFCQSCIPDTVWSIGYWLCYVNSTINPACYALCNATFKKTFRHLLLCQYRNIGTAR
M4 PAM – positive allosteric modulators of human muscarinic M4 receptor | activation, % at 3 µM | P08173 | 360,000 tested, 0.4% active | CHO-K1 hM4/Gqi5, Fluo-8 calcium fluorescence, ACh EC20; 0% = ACh EC20, 100% = maximal ACh;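 active means activation above its plate's cutoff, the mean activation of sample wells plus 3 SD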; further: some results filed as inactive read as strong as hits
M5 PAM – potentiates acetylcholine response at human M5 receptor; P08912; CHO-K1 hM5, Fluo-8 calcium, ACh EC20 PAM; 0% = ACh EC20, 100% = ACh EC100; activation, % at 3 µM; 360,000 tested, 0.3% active; AID 624038;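 active means activation above the run cutoff, the mean activation of all test compounds plus 3 SD, cut at about 18% in these data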
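System: CHO-K1 cell line with stable human muscarinic M5 receptor expression | Also added: EC20 acetylcholine as agonist stimulus | Compound: One concentration, 3 µM final (nominal) | Timing: Fluo-8 loading 80 min at 37 °C plus 30 min room temperature | Measured by: Fluo-8 calcium dye fluorescence, kinetic read | Read-out basis: % activation, ACh-normalized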
M4 antag – CHRM4 antagonism in calcium assay; 360,000 tested, 0.73% active; CHO-hM4 cells, ACh EC80, Fluo-8 calcium fluorescence; inhibition, % at 3 µM;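 active means inhibition above its plate's cutoff, the mean inhibition of sample wells plus 3 SD, cut at about 27% in these data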;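 further: 0% = acetylcholine EC80 with DMSO and 100% = DMSO without agonist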
Active calls of the source: *; · = no result given. Outcome played no part in choosing rows; overall some 2.9% were active at least once.

Order of values: CHRM5 agonist	CRFBP-R2 agonist	CRFBP-R2 block	CHRM5 antagonist	IDE inh	CHRM4 agonist	M4 PAM	M5 PAM	M4 antag
NC(=O)c1ccsc1NC(=O)COC(=O)Cc1cccc2ccccc12
  8	3.7	29	55*	2	22	-14	-21	61*
N/C(=N\N=C/c1ccc(F)cc1)N/N=C\c1ccc(F)cc1
  -6	2.4	-41	8	4	0	6	-5	1
CCN1CCN(c2nc(-c3ccccn3)nc3ccccc23)CC1
  -4	-1.2	-14	4	0	4	-3	-6	-5
Cc1ccc(S(=O)(=O)N2CCC(C(=O)N/N=C/c3ccncc3)CC2)cc1
  -2	0.4	-3	6	8	0	-9	7	-3
CN(C)CCNC(=O)C1(O)c2cc(Br)ccc2NC(=O)N1c1ccc(Cl)cc1 (configuration not stated)
  -1	0.1	-12	-3	1	1	3	4	-13
O=C(Nc1nccs1)[C@@H]1CCCN1S(=O)(=O)c1ccccc1F
  1	1.3	5	3	·	2	4	4	2
COc1cccc(/C=N/Nc2nc(Nc3ccc([N+](=O)[O-])cc3)nc(N3CCCC3)n2)c1O
  -2	-2.1	-43	12	-2	6	3	-6	-1
COc1ccccc1-n1c(C)c(C(=O)O)c2cc(OC)c3ccccc3c21
  -5	0.8	7	6	3	-1	1	1	-8
NC(=O)c1ccc(-c2nnn(CC(=O)N(C3CCCCC3)C3CCS(=O)(=O)C3)n2)cc1 (configuration not stated)
  -2	-0.9	-7	12	-2	1	8	1	-11
CC1(Oc2ccccc2)CCN(Cc2ccc(-c3ccccn3)cc2)C1 (configuration not stated)
  -2	·	·	-1	·	1	-8	-3	6
Cc1cccc(C(=O)NC2CCN(C(=O)Nc3ccccc3C)CC2)c1
  -2	1.7	-7	8	2	1	9	3	-9
C#C[C@]1(O)CC[C@H]2[C@@H]3CCc4cc(OC5CCCC5)ccc4[C@H]3CC[C@@]21C
  1	0.4	7	3	3	4	-6	2	9
O=C(CSc1n[nH]c(-c2ccccc2)n1)Nc1ccccc1O
  2	-0.6	0	6	3	6	12	-3	-17
CN(c1ccc(C(=O)Nc2ccc(Cl)cn2)cc1)S(=O)(=O)c1ccccc1
  0	2.1	-21	7	6	8	-10	-9	-7
COc1ccc(C(=O)Oc2cccnc2)cc1
  -2	-1.0	30	6	3	0	2	-3	2
Cc1cccc(C)c1OCCCCc1c(C)n[nH]c1C
  -5	-6.6	-25	-7	1	2	-6	-15	-13
O=C(Nc1ccc2nc(-c3ccc(Br)o3)[nH]c2c1)c1ccco1
  0	-6.7	13	-2	-1	1	1	-4	2
Cc1cc(C(=O)OCC(=O)NC2CCS(=O)(=O)C2)c2ccccc2n1 (configuration not stated)
  3	-2.0	-2	-14	-1	1	-5	9	6
CCC(CC)C(=O)c1c[nH]c(C(=O)N2CCN(c3ccccc3)CC2)c1
  -2	1.2	11	4	1	0	4	7	2
CCCS(=O)(=O)N1CCCC(c2nc(-c3ccc(OC)cc3)no2)C1 (configuration not stated)
  1	0.1	-12	-7	2	4	-6	1	2
COc1ccc(NC(=O)Nc2cccs2)cc1Cl
  7	-0.6	-12	14	5	11	-15	-16	6
COc1cc(-c2cc3nc(NCCc4ccc(S(N)(=O)=O)cc4)ccn3n2)cc(OC)c1OC
  1	·	·	15	·	2	-5	-2	7
C#CCSc1nccc(-c2nn(-c3ccc(C)cc3)ccc2=O)n1
  -5	-0.6	-10	7	0	0	16	-1	-10
CC(C)(CO)NC(=S)NCc1ccco1
  7	-1.2	4	1	-6	0	-4	4	7
Cc1ccc(C)c(Oc2cc(F)nc(N)n2)c1
  -1	-1.6	9	-3	3	-1	-3	2	-12
CC1(C)Cc2c(c(-c3ccco3)nc3sc4c(NCC5CCCO5)ncnc4c23)CO1 (configuration not stated)
  -2	1.4	7	8	0	1	-7	-4	8
O=C(C1CC1)N(CCN(C(=O)C1CC1)c1ccccc1)c1ccccc1
  -5	-1.5	12	10	5	0	-4	-14	12
COc1ccccc1C(=O)COC(=O)CN1C(=O)C2CC=CCC2C1=O (configuration not stated)
  -4	2.1	12	-10	-3	0	5	13	-8
COC(=O)c1cn(Cc2cccc(C)c2)nn1
  0	-0.2	7	10	-5	1	3	4	0
CC(C)(C)NC(=S)NCc1ccc2c(c1)OCO2
  -2	-5.9	30	-2	1	1	-1	4	-4

More entries follow:
Order of values: CHRM5 agonist	CRFBP-R2 agonist	CRFBP-R2 block	CHRM5 antagonist	IDE inh	CHRM4 agonist	M4 PAM	M5 PAM	M4 antag
COc1ccc(/C=C/c2nc3cc(-c4ccccc4)ccc3o2)cc1O
  1	-1.9	5	10	8	2	-9	-4	17
CC(C)C[C@H](NC(=O)OC(C)(C)C)c1nnc(SCc2cccc(F)c2)o1
  -4	-0.8	0	12	-2	-3	12	-7	0
CCOC(=O)c1c(C)c(/C=N/Nc2ccccc2)n(C)c1C
  1	6.8	23	18	·	2	-3	3	-12
Cc1cccc(N(CC(=O)NC2CCCCC2)C(=O)c2c(C)noc2C)c1
  -6	-5.0	-6	-12	3	0	-5	0	-8
Cc1cc(C)nc(-n2ncc3c2CC(c2ccccc2)CC3=O)n1 (configuration not stated)
  3	0.0	-6	4	2	4	2	-3	-7
O=C(O)c1ccc(/C=C2/SC(=S)N(Cc3ccccc3)C2=O)cc1
  0	-2.5	22	9	·	1	-4	3	-2
Cc1ccccc1NC(=O)Cc1nc(COC(=O)C(NC(=O)c2ccccc2C)C(C)C)cs1 (configuration not stated)
  1	-4.5	-3	13	-1	5	3	-4	2
Cc1ccc(S(=O)(=O)N2CCN(c3ccc(C(=O)N4CCOCC4)cc3[N+](=O)[O-])CC2)cc1
  4	0.5	6	3	2	9	-7	-8	-1
COc1ccc(-c2noc(CCC(=O)NCCCN3CCC(C)CC3)n2)cc1
  -2	1.1	25	-3	2	2	3	2	2
CNC(=O)c1ccc(-c2ccccc2)s1
  -4	-0.1	-18	0	3	0	0	1	-1
Cc1ccc(S(=O)(=O)N2CC3C(=O)C[C@@H](c4ccccc4Cl)N(S(=O)(=O)c4ccc(C)cc4)C3CC2c2ccccc2)cc1 (some centres not stated)
  1	·	·	-12	·	2	6	9	-7
CCc1ccc(OC)c(S(=O)(=O)Nc2ccccc2C)c1
  0	0.2	5	-3	6	-1	-1	-1	0
CCOC(=O)N1CCN(Cc2nc(N)nc(Nc3ccc(OC)cc3)n2)CC1
  -2	-3.2	-1	2	5	0	-1	5	2
Cc1ccc(-c2cc(N)on2)cc1
  -3	-0.8	14	-2	2	1	-4	3	3
CN(C)CCCN(C(=O)COc1ccccc1)c1nc2c(Cl)cccc2s1
  -5	1.3	-10	3	2	5	-9	6	-5
O=c1c2ccccc2ncn1Cc1ccc(Cl)cc1
  3	-0.1	-1	8	2	13	-15	-7	9
CC(OC(=O)CCN=C1NS(=O)(=O)c2ccccc21)C(=O)Nc1ccccc1F (configuration not stated)
  0	-2.7	26	1	4	1	4	7	0
CN(C)CCCN1c2ccc([N+](=O)[O-])cc2CCc2cc([N+](=O)[O-])ccc21
  2	13	-13	-2	0	10	5	10	-7
CS(=O)(=O)c1ccc(-c2cccc(NC(=O)c3ccc4c(c3)OCO4)c2)nn1
  0	-0.1	22	1	·	-1	1	1	20
O=C1/C(=C\c2ccco2)NC(=S)N1c1ccccc1
  2	7.5	-7	-3	1	2	3	1	-17
CN(CCc1ccccn1)C(=O)c1cccnc1Oc1ccccc1
  0	-3.1	7	11	2	0	-7	-4	6
COc1ccc(CN(CC(=O)NC2CCCC2)C(=O)CCC(=O)Nc2nccs2)cc1
  -2	-2.0	-2	9	4	0	-7	0	5
CCN(CC)C(=S)SCC(=O)Nc1nc(=O)c2ccccc2s1
  3	0.2	-31	0	7	1	-8	0	4
CCc1ccc(C(O)c2ncc(-c3ccccc3C)[nH]2)cc1 (configuration not stated)
  1	·	·	12	·	4	2	-10	-22
CN1CCN(c2ccc(S(=O)(=O)N3CCOCC3)cc2)CC1
  -4	5.1	-27	-4	-1	1	-2	0	7
CC(C)NC(=O)/C(C#N)=C/c1ccc2c(c1)OCCO2
  -1	-0.6	4	-8	1	2	-7	0	-1
C=C(C)CNC(=S)NN=C1c2ccccc2-c2ccccc21
  -4	1.2	-20	4	6	-2	-9	4	5
Cc1ccc(-n2c(SCC(=O)OC(C)C)nnc2-c2ccco2)cc1
  1	-1.8	18	-12	7	-1	5	9	-4
O=C(O)/C=C/c1cn(Cc2ccccc2)nc1-c1ccc(Cl)cc1
  -3	0.6	-14	-1	8	1	-1	11	3
Cc1ccc2nc(C)c(C(=O)N/N=C/c3ccco3)cc2c1
  0	-0.9	-11	-2	0	1	-2	1	0
Cc1ccccc1-c1nc(CS(=O)(=O)CC(=O)NCc2ccco2)c(C)o1
  0	-0.2	-9	-16	11	3	-1	3	-8
CC(C)C(NC(=O)c1c(F)cccc1F)C(=O)N1CCN(c2ncccn2)CC1 (configuration not stated)
  2	-1.0	-2	8	5	1	7	2	4

2 of the compounds above, tab-delimited:
compound	CHRM5 agonist	CRFBP-R2 agonist	CRFBP-R2 block	CHRM5 antagonist	IDE inh	CHRM4 agonist	M4 PAM	M5 PAM	M4 antag
CC(OC(=O)CCN=C1NS(=O)(=O)c2ccccc21)C(=O)Nc1ccccc1F (configuration not stated)	0	-2.7	26	1	4	1	4	7	0
C#C[C@]1(O)CC[C@H]2[C@@H]3CCc4cc(OC5CCCC5)ccc4[C@H]3CC[C@@]21C	1	0.4	7	3	3	4	-6	2	9
